Screening results as filed in PubChem BioAssay.
NPR2 activator: GC-B (human) receptor activation; AID 1920062; 0.11% of 370,000 active; activation, % at 10 µM; P20594; HEK293-GC-B cells, CNP EC30, cGMP TR-FRET; 0% at EC30 CNP, 100% saturating CNP;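 active = activation at 10 µM reaching about 35% in either raw or pattern-adjusted values, limit read from the data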
KLK7 zymogen act: activates the human kallikrein-7 zymogen; purified proKLK7, EDANS-DABCYL substrate fluorescence; 100% is mature enzyme control, 0% vehicle; activation, % at 7 µM; 0.9% of 370,000 active; AID 652039;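 active = activation above the mean of all tested compounds plus 3 SD, computed per campaign excluding outliers beyond control limits, cut at about 13% in these data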
Target sequence (P49862 whole entry, looked up): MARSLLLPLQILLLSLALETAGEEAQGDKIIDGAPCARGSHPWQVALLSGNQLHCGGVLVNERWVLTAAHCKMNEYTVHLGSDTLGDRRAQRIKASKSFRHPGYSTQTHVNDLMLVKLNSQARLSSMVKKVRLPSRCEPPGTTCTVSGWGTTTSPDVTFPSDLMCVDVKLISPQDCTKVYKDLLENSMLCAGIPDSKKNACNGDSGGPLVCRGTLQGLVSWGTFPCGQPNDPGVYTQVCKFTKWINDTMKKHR
SMARCA2 act: activators of SMARCA2 function | MG213 cells, MMTV-luciferase reporter, dexamethasone, overnight | activation, % at 9.1 µM | 1% of 370,000 active | AID 652017; in the data active = activation above about 7.8%;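 also: 0% = vehicle wells and 100% = reference activator wells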
DAX1 inh-1: NR0B1 (DAX1) inhibition | P51843 | HEK293 Gal4-DAX1 luciferase reporter, luminescence | inhibition, % at 6.75 µM | 0.99% of 340,000 active | AID 504766;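 active = inhibition above the mean over all tested compounds plus 3 SD, cut at about 4.2% in these data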;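 also: 0% = DAX1-transfected cells with DMSO and 100% = empty-vector control cells with DMSO; inhibition shows as a rise in luminescence from relieved DAX1 repression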
Target sequence (P51843 207-470 limits assumed): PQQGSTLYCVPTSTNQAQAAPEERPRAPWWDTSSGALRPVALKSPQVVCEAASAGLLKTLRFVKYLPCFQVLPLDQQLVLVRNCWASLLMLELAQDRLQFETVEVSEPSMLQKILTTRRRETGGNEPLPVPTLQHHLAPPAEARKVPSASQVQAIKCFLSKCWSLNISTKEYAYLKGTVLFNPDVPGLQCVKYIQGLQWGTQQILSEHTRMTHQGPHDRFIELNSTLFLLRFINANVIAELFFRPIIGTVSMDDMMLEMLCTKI
ssDAF-12 act: S. stercoralis DAF-12 activation, primary screen | HEK293 ssDAF-12/GRIP1 lit1-tk-luc reporter, luminescence; % of 3 µM dafachronic acid response | activation, % at 6.8 µM | 1% of 370,000 active;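 active = activation above the mean over all tested compounds plus 3 SD, cut at about 0.9% in these data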;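 also: 0% = DMSO-only wells and 100% = 3 µM delta7-dafachronic acid wells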
DAX1 inh-2: blocks DAX1 repression of SF-1 activated StAR promoter | HEK293T StAR-luciferase reporter, SF-1/DAX-1 repression relief | inhibition, % at 6.8 µM | 1.1% of 370,000 active | AID 652010;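 active = inhibition above the mean over all tested compounds plus 3 SD, cut at about 3.6% in these data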;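 also: 0% = DAX-1 cells with DMSO and 100% = cells lacking DAX-1 with DMSO; higher inhibition means more luminescence from relief of DAX-1 repression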
GC-A act: GC-A (human) enzyme activation | AID 1671463 | HEK293 GC-A cells, cGMP TR-FRET, EC30 ANP; 0% at EC30 ANP, 100% saturating ANP | 0.14% of 370,000 active | P16066 | activation, % at 10 µM; in the data active = activation above about 40%
sPLA2-III inh: Inhibits HGIII-sPLA2 liposome hydrolysis, primary screen; QFRET BODIPY PC-A2 liposome hydrolysis, fluorescence; AID 743126; Q9NZ20; inhibition, % at 12.2 µM; 0.56% of 370,000 active;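 active = inhibition above mean plus 3 SD of compounds lying within the high and low control bounds, cut at about 19% in these data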;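 also: 0% = median of test compound wells and 100% = no enzyme DMSO wells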
Target sequence (Q9NZ20 whole entry, looked up): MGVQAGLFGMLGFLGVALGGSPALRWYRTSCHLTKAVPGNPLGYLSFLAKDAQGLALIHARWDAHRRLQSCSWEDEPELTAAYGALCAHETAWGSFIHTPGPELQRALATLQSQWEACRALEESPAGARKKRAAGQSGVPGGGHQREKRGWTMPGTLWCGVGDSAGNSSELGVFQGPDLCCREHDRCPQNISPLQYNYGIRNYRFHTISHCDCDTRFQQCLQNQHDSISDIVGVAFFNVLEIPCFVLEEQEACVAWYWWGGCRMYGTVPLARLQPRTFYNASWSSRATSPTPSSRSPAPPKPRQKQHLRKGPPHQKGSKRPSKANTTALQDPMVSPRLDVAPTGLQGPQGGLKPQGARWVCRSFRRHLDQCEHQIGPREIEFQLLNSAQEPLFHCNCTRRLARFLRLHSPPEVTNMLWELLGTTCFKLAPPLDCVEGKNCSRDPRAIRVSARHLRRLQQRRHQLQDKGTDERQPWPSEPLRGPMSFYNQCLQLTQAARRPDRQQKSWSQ
hgDAF-12 ag: hgDAF-12 agonism, primary luciferase screen; HEK293 GAL4-hgDAF12 UAS-luciferase reporter, agonist luminescence; normalized to butyrate control; activation, % at 6.8 µM; 1.8% of 370,000 active; AID 687014;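 active = activation above a cutoff set at the mean of all screened compounds plus 3 SD, cut at about 10% in these data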;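 also: 0% = DMSO wells and 100% = sodium butyrate wells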
hcDAF-12 act: activates DAF-12 receptor from parasite H. contortus | HEK293 hcDAF-12 lit1-tk-luc reporter, luminescence; 0% DMSO, 100% Δ7-dafachronic acid | activation, % at 6.8 µM | 1.4% of 370,000 active;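 active = activation above the mean of all tested compounds plus 3 SD, cut at about 5.5% in these data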;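 also: 100% = response to 3 µM Δ7-dafachronic acid high control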
GAA850 FXN act: frataxin GAA850 promoter activation; HEK293 lucGAA850 FXN promoter luciferase reporter, 24 h; percent of 10 µM SAHA response; activation, % at 6 µM; 0.56% of 360,000 active; AID 540364;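 active = activation above the average of all compounds screened plus 3 SD, cutoff fixed separately per campaign, cut at about 7.5% in these data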;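 also: 0% = DMSO wells and 100% = 10 µM SAHA wells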
Numbers without * were called inactive. The order is random (roughly 6.7% active in at least one column).

Screening COc1ccc(OCCOC(=O)CNS(=O)(=O)c2ccc(SC)c([N+](=O)[O-])c2)cc1 returned NPR2 activator 3.3, KLK7 zymogen act -0.5, SMARCA2 act 1.9, DAX1 inh-1 -1.1, ssDAF-12 act -0.8, DAX1 inh-2 0.1, GC-A act -4.2, sPLA2-III inh -34.5, hgDAF-12 ag 1.2, hcDAF-12 act -0.6 and GAA850 FXN act 1.9.
For COc1ccc(CNC(=O)C(c2ccc(C)o2)N(C(=O)c2csnn2)c2ccc(C(C)C)cc2)cc1 (stereo not given) the results were NPR2 activator -7.9, KLK7 zymogen act -0.1, SMARCA2 act 1.0, DAX1 inh-1 2.5, ssDAF-12 act -0.5, DAX1 inh-2 0.7, GC-A act -5.0, sPLA2-III inh -14.7, hgDAF-12 ag -0.3, hcDAF-12 act -0.4 and GAA850 FXN act -0.3.
`COc1cccc(N2CCN(C(=O)c3ccc(CS(=O)c4ccc(Cl)cc4)o3)CC2)c1` (stereo not given) gave NPR2 activator -5.9, KLK7 zymogen act -0.1, SMARCA2 act -3.9, DAX1 inh-1 -0.6, ssDAF-12 act -0.9, DAX1 inh-2 -2.0, GC-A act -4.9, sPLA2-III inh -10.1, hgDAF-12 ag 0.4, hcDAF-12 act -1.8 and GAA850 FXN act -2.0.
Screening COCCC(=O)N1CCc2c([nH]c3ccccc23)C1C(C)(C)C (stereo not given) returned NPR2 activator -0.2, KLK7 zymogen act -0.7, SMARCA2 act -4.2, DAX1 inh-1 -0.8, ssDAF-12 act -0.3, DAX1 inh-2 0.1, GC-A act -0.3, sPLA2-III inh 2.0, hgDAF-12 ag 2.2, hcDAF-12 act 5.4 and GAA850 FXN act -2.8.
For CCCCNC(=O)C1(C)CCC(=O)N1CCCn1ccnc1 (stereo not given) the results were NPR2 activator -2.4, KLK7 zymogen act 0.4, SMARCA2 act 1.4, ssDAF-12 act -1.2, DAX1 inh-2 -0.3, GC-A act 0.0, sPLA2-III inh 7.0, hgDAF-12 ag -0.4 and hcDAF-12 act 2.0.
For CS(=O)(=O)N(CC(=O)N1CCOCC1)c1cccc(Cl)c1 the results were NPR2 activator -2.1, KLK7 zymogen act -0.8, SMARCA2 act -5.5, DAX1 inh-1 -0.1, ssDAF-12 act -1.3, DAX1 inh-2 -0.4, GC-A act 4.2, sPLA2-III inh 14.7, hgDAF-12 ag -0.5, hcDAF-12 act -1.8 and GAA850 FXN act 2.2.
`NS(=O)(=O)c1ccc(NS(=O)(=O)c2ccc(C3CNC(=O)C3)cc2)cc1` (stereo not given) gave NPR2 activator -3.2, KLK7 zymogen act 0.0, SMARCA2 act -3.5, DAX1 inh-1 0.3, ssDAF-12 act -0.9, DAX1 inh-2 0.3, GC-A act 1.1, sPLA2-III inh 1.6, hgDAF-12 ag 0.2, hcDAF-12 act -1.5 and GAA850 FXN act -0.2.
Screening COc1ccccc1NC(=O)CN1CCC(c2nc3ccccc3[nH]2)CC1 returned NPR2 activator 3.4, KLK7 zymogen act -0.2, SMARCA2 act -2.5, DAX1 inh-1 -1.0, ssDAF-12 act -1.7, DAX1 inh-2 0.9, GC-A act -1.7, sPLA2-III inh 0.7, hgDAF-12 ag -4.2, hcDAF-12 act -0.3 and GAA850 FXN act 1.6.
`c1ccc2c(c1)ccc1nnnn12` gave NPR2 activator -0.3, KLK7 zymogen act -0.1, SMARCA2 act -4.7, DAX1 inh-1 0.2, ssDAF-12 act -0.9, DAX1 inh-2 0.0, GC-A act 7.5, sPLA2-III inh 13.0, hgDAF-12 ag -0.5, hcDAF-12 act 1.7 and GAA850 FXN act 0.7.
O=C(NC(=S)Nc1c(Cl)ccc2nsnc12)c1ccccc1F was read as NPR2 activator -1.4, KLK7 zymogen act 1.0, SMARCA2 act -0.6, DAX1 inh-1 -0.7, ssDAF-12 act -0.7, DAX1 inh-2 0.6, GC-A act -2.6, sPLA2-III inh 11.7, hgDAF-12 ag 1.7, hcDAF-12 act 2.0 and GAA850 FXN act 0.7.
`Cn1ncc2c1NC(c1ccc(F)cc1)SCC2=O` (stereo not given) gave NPR2 activator 2.1, KLK7 zymogen act -0.1, SMARCA2 act -2.2, DAX1 inh-1 1.9, ssDAF-12 act -1.1, DAX1 inh-2 -1.3, GC-A act 1.9, sPLA2-III inh -0.7, hgDAF-12 ag 0.9, hcDAF-12 act -1.6 and GAA850 FXN act 0.0.
O=C(NC1CCN(Cc2cccc([N+](=O)[O-])c2)CC1)c1ccccc1 was read as NPR2 activator -0.1, KLK7 zymogen act -0.2, SMARCA2 act -1.9, DAX1 inh-1 -2.1, ssDAF-12 act -1.1, DAX1 inh-2 -0.5, GC-A act -4.2, sPLA2-III inh 7.7, hgDAF-12 ag -2.3, hcDAF-12 act -2.4 and GAA850 FXN act 1.5.
For COc1cnc(-c2ccccc2)nc1Sc1ccccc1 the results were NPR2 activator -0.2, KLK7 zymogen act 0.2, SMARCA2 act -0.1, DAX1 inh-1 1.1, ssDAF-12 act -1.2, DAX1 inh-2 -0.4, GC-A act -13.2, sPLA2-III inh 6.6, hgDAF-12 ag 1.8, hcDAF-12 act -1.6 and GAA850 FXN act 0.6.
`O=S1(=O)CC2c3ccccc3CCN2CN1Cc1ccc(F)cc1` (stereo not given) gave NPR2 activator -1.2, KLK7 zymogen act 0.1, SMARCA2 act -4.2, ssDAF-12 act -1.5, DAX1 inh-2 -0.6, GC-A act -3.5, sPLA2-III inh 3.0, hgDAF-12 ag -1.9 and hcDAF-12 act -0.7.
Screening COc1ccc(S(=O)(=O)N(CC(=O)NCc2ccco2)c2ccc(F)cc2)cc1 returned NPR2 activator -3.1, KLK7 zymogen act 0.2, SMARCA2 act -1.9, DAX1 inh-1 -1.6, ssDAF-12 act -0.9, DAX1 inh-2 -0.5, GC-A act -2.3, sPLA2-III inh -4.2, hgDAF-12 ag -2.7, hcDAF-12 act -1.8 and GAA850 FXN act 1.6.
COc1ccc(NC(=O)COC(=O)CC2CCCC2)cc1Cl was read as NPR2 activator -5.2, KLK7 zymogen act 0.2, SMARCA2 act 1.4, DAX1 inh-1 -0.6, ssDAF-12 act -1.2, DAX1 inh-2 -0.7, GC-A act -2.3, sPLA2-III inh -5.1, hgDAF-12 ag 0.2, hcDAF-12 act -0.1 and GAA850 FXN act 1.5.
`Cc1cccc(NC(=O)CSc2nc3[nH]c(=O)cc(O)c3s2)c1` gave NPR2 activator 0.5, KLK7 zymogen act -0.5, SMARCA2 act -0.2, DAX1 inh-1 1.0, ssDAF-12 act -0.9, DAX1 inh-2 -0.4, GC-A act -0.5, sPLA2-III inh 4.1, hgDAF-12 ag -0.8, hcDAF-12 act 0.2 and GAA850 FXN act -0.1.
Screening CC(=O)N1N=C(c2cccc([N+](=O)[O-])c2)OC1c1cccc(Br)c1 (stereo not given) returned NPR2 activator 1.3, KLK7 zymogen act 0.2, SMARCA2 act 0.7, DAX1 inh-1 2.6, ssDAF-12 act -1.4, DAX1 inh-2 -1.0, GC-A act -4.1, sPLA2-III inh -0.9, hgDAF-12 ag -2.3, hcDAF-12 act -1.0 and GAA850 FXN act 1.2.
Screening CCCc1nc2ccccc2c(C(=O)OCC(=O)N2CCc3ccccc32)c1CC returned NPR2 activator 4.9, KLK7 zymogen act -1.1, SMARCA2 act -4.3, DAX1 inh-1 -2.0, ssDAF-12 act -1.2, DAX1 inh-2 -1.2, GC-A act 1.5, sPLA2-III inh -6.2, hgDAF-12 ag -2.4, hcDAF-12 act -3.1 and GAA850 FXN act 0.9.
Screening Cc1cc(N2CCN(C)CC2)nc2ccc(NC(=S)N3CCN(c4ccccn4)CC3)cc12 returned NPR2 activator 8.7, KLK7 zymogen act 11.2, SMARCA2 act 5.0, DAX1 inh-1 -1.4, ssDAF-12 act -1.2, DAX1 inh-2 -0.1, GC-A act 0.1, sPLA2-III inh -7.8, hgDAF-12 ag 1.7, hcDAF-12 act -1.6 and GAA850 FXN act 2.6.
O=C1C=C(c2ccc(Oc3ccccc3)cc2)C[C@@H](c2ccc(Cl)cc2)C1 was read as NPR2 activator -1.1, KLK7 zymogen act 0.0, SMARCA2 act -0.2, DAX1 inh-1 1.1, ssDAF-12 act -1.2, DAX1 inh-2 0.1, GC-A act 3.4, sPLA2-III inh -3.0, hgDAF-12 ag 0.2, hcDAF-12 act 0.1 and GAA850 FXN act 1.1.
COc1ccc(-c2csc(Nc3ccccn3)n2)cc1OC was read as NPR2 activator 4.3, KLK7 zymogen act 0.6, SMARCA2 act 3.9, DAX1 inh-1 4.8*, ssDAF-12 act 0.9*, DAX1 inh-2 2.3, GC-A act 10.6, sPLA2-III inh -4.1, hgDAF-12 ag 9.7, hcDAF-12 act 2.6 and GAA850 FXN act 3.9.
`C=CCNc1nc(-c2ccc3c(c2)OCCO3)cs1` gave NPR2 activator 1.0, KLK7 zymogen act -0.5, SMARCA2 act 0.8, DAX1 inh-1 1.7, ssDAF-12 act 1.1*, DAX1 inh-2 14.2*, GC-A act -2.9, sPLA2-III inh 5.1, hgDAF-12 ag 20.4*, hcDAF-12 act 6.7* and GAA850 FXN act 4.7.
For Cc1cc(C)c(NC(=O)COC(=O)c2cccc3c2C(=O)c2ccccc2C3=O)c(C)c1 the results were NPR2 activator 3.6, KLK7 zymogen act 0.1, SMARCA2 act -2.8, DAX1 inh-1 -1.2, ssDAF-12 act -1.1, DAX1 inh-2 -0.6, GC-A act 4.8, sPLA2-III inh 4.0, hgDAF-12 ag -1.6, hcDAF-12 act -2.7 and GAA850 FXN act 2.6.
Screening CC(C(=O)Nc1ccc(Cl)cc1)N(C)Cc1cccs1 (stereo not given) returned NPR2 activator -0.1, KLK7 zymogen act 0.0, SMARCA2 act -3.7, DAX1 inh-1 -0.2, ssDAF-12 act -1.5, DAX1 inh-2 -0.7, GC-A act 6.2, sPLA2-III inh -0.5, hgDAF-12 ag -2.8, hcDAF-12 act -2.4 and GAA850 FXN act -0.9.
C/C(=N\NC(=O)CNC(=O)C(c1ccccc1)c1ccccc1)c1ccc(C(C)(C)C)cc1 was read as NPR2 activator 2.5, KLK7 zymogen act 0.1, SMARCA2 act -3.2, DAX1 inh-1 -0.1, ssDAF-12 act -1.2, DAX1 inh-2 0.2, GC-A act -4.6, sPLA2-III inh -9.1, hgDAF-12 ag 1.5, hcDAF-12 act -0.1 and GAA850 FXN act 2.9.
COc1ccc(C(=O)CSc2nnc(CNC(=O)c3ccco3)n2C)cc1OC was read as NPR2 activator 2.2, KLK7 zymogen act 0.1, SMARCA2 act -2.1, DAX1 inh-1 -0.9, ssDAF-12 act -0.5, DAX1 inh-2 -0.3, GC-A act 2.2, sPLA2-III inh 2.0, hgDAF-12 ag 0.6, hcDAF-12 act -1.0 and GAA850 FXN act -0.2.
